Screening results (PubChem)
HIV fusion peptide = cell-free HIV fusion peptide-binding blockers – biochemical, uHTS, fluorescence dequenching, primary screen (AID 1986); 0.3% of 290,000 active; inhibition, % at 20 µM; hits with a dose series show IC50 in µM; cell-free peptide binding, fluorescence dequenching, 30 min; higher % means a stronger effect; in the data active = inhibition mostly above about 52%, no sharp cut-off; inactive = mostly below about 76%; also: some results filed as inactive read as strong as hits
KOR beta-arrestin-1 = KOR agonists, beta-arrestin recruitment, primary screen, cell-based, luminescence, uHTS (AID 1777); one-dose activation, % at 10 µM; EC50 in µM for titrated hits; 0.02% of 280,000 active; KOR beta-arrestin recruitment, luminescence; higher % means a stronger effect; in the data active = activation above about 50%, passing the limit was not always enough; also: a part of the inactive calls stands beside numbers as strong as those of hits
Myeloid diff 2 = compounds promoting myeloid differentiation; ER-HoxA9 myeloid progenitors, lysozyme-GFP differentiation, flow cytometry; calls only at 10 µM; 1% of 360,000 active; AID 624256;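 active = normalized GFP-positive differentiation at or above the plate's own cutoff, the solvent-only control mean plus 3 SD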;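 also: cells exposed to compound for four days before flow analysis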
KOR beta-arrestin-2 = kappa opioid receptor blockers – cell-based, luminescence, uHTS (AID 1778); KOR beta-arrestin recruitment, luminescence, antagonist mode; higher % means a stronger effect; inhibition, % at 10 µM, or IC50 in µM where a hit was titrated; 0.091% of 290,000 active; also: strong numbers were not always called active
PhoP inhibition = inhibitors of PhoP regulon expression, primary screen, Salmonella Typhimurium, GFP reporter (AID 1863); inhibition, % at 50 µM, or IC50 in µM where a hit was titrated; S. Typhimurium PhoP-regulated promoter GFP reporter, 4 h; higher % means a stronger effect; 0.16% of 300,000 active;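 active = inhibition over 29.93%, a cutoff 3 SD above the screen mean, later confirmed by dose response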;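 also: 0% = low Mg2+ inducing control and 100% = high Mg2+ repressing control; strong numbers were not always called active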
SIAH1 antagonists = blockers of Siah-1 interaction with plectin peptide – biochemical, fluorescence polarization, rhodamine-plectin, uHTS, primary screen (AID 1817). Siah-1 / rhodamine-plectin peptide fluorescence polarization; higher % means a stronger effect. displacement, % at 20 µM; hits with a dose series show IC50 in µM. 0.02% of 290,000 active;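 active = displacement of at least 50% at 20 µM, with a fluorescence ratio check between 0.3 and a set limit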;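 also: plate controls were Siah plus tracer with DMSO for no effect and tracer alone without Siah for full effect; strong numbers were not always called active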
NOD2 inhibition = NOD2 signaling inhibitors, cell-based, luminescence, uHTS, HEK293 (AID 1566) | HEK293 NOD2/NF-kB luciferase reporter, luminescence; higher % means a stronger effect | inhibition, % at 4 µM, or EC50 in µM where a hit was titrated | 0.63% of 290,000 active; also: many of its hits are not listed in these tables
LYP phosphatase = PTPN22 lymphoid phosphatase activity blockers – biochemical, fluorescence intensity, uHTS (AID 1779). recombinant LYP phosphatase, fluorescence intensity; higher % means a stronger effect. inhibition, % at 11.5 µM, or IC50 in µM where a hit was titrated. 0.054% of 290,000 active;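 also: plate controls were vehicle with enzyme for no effect and no enzyme for full effect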
NOD1 inhibition = inhibition of NOD1-driven NF-kB reporter – cell-based, luminescence, uHTS, primary screen (AID 1578); 1% of 290,000 active; NOD1-driven NF-kB luciferase reporter cells, luminescence; higher % means a stronger effect; one-dose inhibition, % at 4 µM; EC50 in µM for titrated hits; in the data active = inhibition mostly above about 36%, no sharp cut-off; inactive = mostly below about 34%;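 also: HEK-293T reporter cells stimulated with the NOD1 agonist gamma-tri-DAP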
Myeloid diff 2 GFP+ MAC1+ % = recorded beside Myeloid diff 2, whose call it bears; GFP+ MAC1+ double positive, %; measured here: differentiation confirmed by MAC1 staining
* marks the source's active call; other numbers are inactive results; i = inactive; nt = not tested or not shown; [ ] = dose if it differs, or a comment. Rule as the data show it, unless noted: active = inhibition above about 50%; inactive = the rest. Not all compounds are listed; rates above refer to the full screens.

canonical_smiles	HIV fusion peptide	KOR beta-arrestin-1	Myeloid diff 2	Myeloid diff 2 GFP+ MAC1+ %	KOR beta-arrestin-2	PhoP inhibition	SIAH1 antagonists	NOD2 inhibition	LYP phosphatase	NOD1 inhibition
Cc1ccc(Cl)cc1NC(=O)c1cc(S(=O)(=O)N2CCOCC2)cn1C	0.2%	2.9%	i	4.5	-7%[20 µM]	nt	4%	4%	-8%	46%
COc1ccc(OC)c(S(=O)(=O)N2CCCCCC2)c1	0.0%	7.5%	i	0.7	-7%	-12%	3%	12%	-12%	13%
C=CCn1c(-c2ccc(OC)cc2)nc2nc3ccccc3nc21	0.1%	nt	i	0.6	11%	-2%	-3%	-32%	-11%	-44%
Nc1nnc(SCc2nnc(-c3ccccc3)o2)s1	-0.7%	-8.2%	i	0.2	1%[20 µM]	-3%	3%	-12%	-6%	-21%
CN1CCN(NC(=O)CN2C(=O)S/C(=C\c3c(Cl)cccc3Cl)C2=O)CC1	-0.7%	-0.9%	i	0.3	1%	6%	-4%	-14%	-10%	28%
Cc1ccc(NS(=O)(=O)c2ccc(C(=O)N3CC(C)OC(C)C3)cc2)cc1 (stereo not drawn)	-0.6%	3.3%	i	0.8	1%	-4%	-5%	33%	-5%	2%
COc1cccc(CN2CCN(Cc3cc(OC)c(OC)cc3[N+](=O)[O-])CC2)c1	-0.6%	3.1%	i	0.2	-12%	6%	4%	28%	0%	16%
CCOC(=O)c1c(C)c(-c2ccccc2)n(CC(=O)N2CCCC2)c1C	3.2%	-6.5%	i	1.8	-14%	2%	1%	15%	-10%	1%
O=C(NCc1ccccn1)C(=O)C1C(=O)Nc2ccccc21 (stereo not drawn)	-3.5%	-0.7%	i	0.3	6%	-8%	-2%	-3%	-4%	-11%
CN(/C=C/c1c([N+](=O)[O-])c(=O)n(C)c(=O)n1C)c1ccccc1	-1.0%	nt	i	0.7	-2%[20 µM]	4%	-6%	13%	-9%	-21%
Oc1ccc(/C=C/c2cnccn2)cc1	12%	6.9%	i	0.2	1%	-6%	-2%	-77%	6%	-17%
Cc1ccc(C2CC(c3ccco3)n3nc(N)nc3N2)cc1 (stereo not drawn)	9.5%	3.1%	i	1.9	4%	14%	-1%	2%	-6%	-9%

canonical_smiles	HIV fusion peptide	KOR beta-arrestin-1	Myeloid diff 2	Myeloid diff 2 GFP+ MAC1+ %	KOR beta-arrestin-2	PhoP inhibition	SIAH1 antagonists	NOD2 inhibition	LYP phosphatase	NOD1 inhibition
O=C(COC(=O)c1ccc(O)cc1)Nc1ccc(OC(F)F)cc1	1.3%	-12%	i	0.1	8%	2%	2%	7%	-3%	-23%
CN(C(=O)CSCC(=O)O)C1CCCCC1	-3.1%	-1.6%	i	0.4	-28%	4%	-1%	13%	-8%	-13%
CCOC(=O)c1c(C=O)c(C)n(Cc2ccccc2)c1C	-2.0%	-2.2%	i	0.8	16%	-8%	0%	17%	-2%	4%
COc1ccc2c(c1)C(c1ccc(N3CCOCC3)cc1)=NNC(c1cccnc1)=N2	-2.9%	0.8%	i	0.5	8%	26%	0%	11%	-4%	-10%
O=C(Nc1nccs1)C1CCCCN1S(=O)(=O)c1ccccc1 (stereo not drawn)	0.6%	-1.0%	i	0.2	18%	nt	9%	-1%	-7%	2%
O=C(C1CC(Cl)CN1S(=O)(=O)c1ccc(Cl)cc1)N1CCOCC1 (stereo not drawn)	0.6%	0.6%	i	0.1	-11%	-7%	2%	11%	-5%	-22%
CCN1CCCC1CNC(=O)CCc1nnc(CCC2CCCCC2)o1 (stereo not drawn)	1.0%	-7.6%	i	0.1	-43%[20 µM]	5%	4%	9%	-1%	-28%
C#CCOCCOCCOCCNc1nc(N2CCN(C(=O)Cn3cc(CCO)nn3)CC2)nc(N2CCN(C(=O)[C@H]([C@@H](C)O)n3cc(CCCCN)nn3)CC2)n1	2.0%	-1.7%	i	1.3	14%	3%	3%	-11%	-4%	-52%
CCN1CCN(C(=O)c2ccc3c(Cl)c4c(nc3c2)CCCC4)CC1	-1.1%	-3.1%	i	0.8	0%	0%	-4%	18%	-4%	2%
C=CCc1cc(/C=C2/NC(=O)N(CC)C2=O)cc(OCC)c1OCc1ccc(C(=O)O)cc1	3.3%	3.4%	i	0.3	-6%	9%	-1%	26%	-3%	23%
Cc1cccc(N/C=C/C(=C(C#N)C#N)N(C)C)c1	0.4%	0.2%	nt	nt	-20%	4%	2%	13%	-1%	-1%
c1ccc(Cc2noc(CN3CCN(Cc4ccc5c(c4)OCO5)CC3)n2)cc1	-2.2%	nt	i	0.2	8%[20 µM]	-7%	10%	-2%	-4%	-33%

canonical_smiles	HIV fusion peptide	KOR beta-arrestin-1	Myeloid diff 2	Myeloid diff 2 GFP+ MAC1+ %	KOR beta-arrestin-2	PhoP inhibition	SIAH1 antagonists	NOD2 inhibition	LYP phosphatase	NOD1 inhibition
COc1ccccc1N(CC(=O)NCc1ccco1)S(=O)(=O)c1ccc(C)cc1	14%	1.2%	i	1.2	1%	-2%	14%	8%	0%	-40%
COC(=O)Cc1ccc(OCc2ccc(Cl)nc2)cc1	-0.4%	2.7%	i	0.6	3%	10%	-2%	-39%	-9%	8%
CCOC(=O)c1cnc2ccc(OCC)cc2c1NCc1ccccc1OC	-0.6%	18%	i	0.3	38%	-17%	-1%	0%	-10%	73%*
CCCn1cc(NC(=O)c2cc3n(n2)C(C(F)(F)F)CC(c2ccccc2)N3)cn1 (stereo not drawn)	-0.2%	-2.1%	i	5.1	-15%	-2%	-3%	-3%	-6%	-6%
COC(=O)c1sc(NC(=O)/C=C/c2ccccc2Cl)nc1C	28%	-3.7%	i	0.6	4%	-9%	31%	-17%	-13%	-16%
C/C(=N/NC(=O)c1ccncc1)c1ccccc1	0.8%	-2.1%	i	0.9	-19%[20 µM]	-8%	-2%	3%	-11%	-11%
Cc1noc(C)c1COc1ccc(C(=O)OCC(=O)N2c3ccccc3NC(=O)C2(C)C)cc1	1.3%	-0.8%	i	0.6	-8%	10%	3%	-8%	8%	-19%
Cc1ccc(CN(Cc2cc3cccc(C)c3[nH]c2=O)C(=S)NCCCN(C)C)cc1	-0.6%	nt	i	0.3	-48%[20 µM]	-5%	6%	11%	-3%	-30%
Cn1c(N)c(C(=O)COC(=O)CSc2ccc3ccccc3c2)c(=O)n(C)c1=O	-2.3%	-2.7%	i	0.2	7%	3%	-6%	-4%	-1%	-105%
CNc1ccc(/C=C(\C#N)C(=O)Nc2ccccn2)cc1[N+](=O)[O-]	48%	-2.9%	i	1.1	-101%	6%	-2%	12%	-11%	-16%
CCOC(=O)C1=C(C)NC(SCC(=O)Nc2nc(C)cs2)=C(C#N)C1c1cccs1 (stereo not drawn)	-1.1%	2.6%	nt	nt	-43%	0%	-1%	27%	-3%	6%
O=C1NC(=O)/C(=C/c2ccccn2)S1	2.5%	-0.4%	i	0.9	2%	-8%	4%	0%	-8%	-7%

Values run as follows: HIV fusion peptide	KOR beta-arrestin-1	Myeloid diff 2	Myeloid diff 2 GFP+ MAC1+ %	KOR beta-arrestin-2	PhoP inhibition	SIAH1 antagonists	NOD2 inhibition	LYP phosphatase	NOD1 inhibition
- Cc1ccc2c(c1)nnn2C1CCN(C(=O)C2CCCCC2)CC1
    -0.2%	8.4%	i	1.6	-19%	-9%	8%	18%	-5%	15%
- COC(=O)c1c(NC(=O)c2cccnc2Cl)sc(C(=O)N(C)C)c1C
    2.4%	8.0%	i	0.3	-22%	6%	-2%	7%	4%	-27%
- C/C(=N\NC(=O)c1nn(C)cc1Br)c1ccncc1
    -0.9%	1.2%	i	0.2	-9%	3%	7%	9%	-5%	-4%
- Cc1ccc(/C=N/NC(=O)CSc2ccccn2)o1
    -1.7%	5.9%	i	1.6	nt	15%	-1%	4%	-1%	-5%
- Clc1cccc2sc(N3CCCCC3)nc12
    1.9%	-1.5%	i	1.1	-1%	4%	-2%	-36%	0%	-28%
- O=C(N/N=C/c1ccc(O)cc1)c1cc(C23CC4CC(CC(C4)C2)C3)[nH]n1
    0.5%	0.8%	i	0.1	22%	7%	-1%	-53%	-2%	-10%
- O=C(Nc1cc(C(=O)N2CCCC2)ccc1N1CCCC1)c1ccccc1F
    2.6%	3.7%	i	12	-17%	0%	-2%	27%	-4%	10%
- C=CCNC(=S)N(CC=C)C1CCS(=O)(=O)C1 (stereo not drawn)
    3.8%	4.2%	i	0.3	2%	-7%	1%	-2%	-1%	-30%
- CSc1ccccc1C(=O)C1CCCN(S(=O)(=O)N(C)C)C1 (stereo not drawn)
    0.1%	2.8%	i	0.2	-22%	4%	-6%	-3%	-11%	4%

9 compounds already listed, sorted by formula weight, lowest first:
Values run as follows: HIV fusion peptide	KOR beta-arrestin-1	Myeloid diff 2	Myeloid diff 2 GFP+ MAC1+ %	KOR beta-arrestin-2	PhoP inhibition	SIAH1 antagonists	NOD2 inhibition	LYP phosphatase	NOD1 inhibition
- Clc1cccc2sc(N3CCCCC3)nc12
    1.9%	-1.5%	i	1.1	-1%	4%	-2%	-36%	0%	-28%
- C=CCNC(=S)N(CC=C)C1CCS(=O)(=O)C1 (stereo not drawn)
    3.8%	4.2%	i	0.3	2%	-7%	1%	-2%	-1%	-30%
- Cc1ccc(/C=N/NC(=O)CSc2ccccn2)o1
    -1.7%	5.9%	i	1.6	nt	15%	-1%	4%	-1%	-5%
- C/C(=N\NC(=O)c1nn(C)cc1Br)c1ccncc1
    -0.9%	1.2%	i	0.2	-9%	3%	7%	9%	-5%	-4%
- Cc1ccc2c(c1)nnn2C1CCN(C(=O)C2CCCCC2)CC1
    -0.2%	8.4%	i	1.6	-19%	-9%	8%	18%	-5%	15%
- CSc1ccccc1C(=O)C1CCCN(S(=O)(=O)N(C)C)C1 (stereo not drawn)
    0.1%	2.8%	i	0.2	-22%	4%	-6%	-3%	-11%	4%
- O=C(N/N=C/c1ccc(O)cc1)c1cc(C23CC4CC(CC(C4)C2)C3)[nH]n1
    0.5%	0.8%	i	0.1	22%	7%	-1%	-53%	-2%	-10%
- O=C(Nc1cc(C(=O)N2CCCC2)ccc1N1CCCC1)c1ccccc1F
    2.6%	3.7%	i	12	-17%	0%	-2%	27%	-4%	10%
- COC(=O)c1c(NC(=O)c2cccnc2Cl)sc(C(=O)N(C)C)c1C
    2.4%	8.0%	i	0.3	-22%	6%	-2%	7%	4%	-27%
